ERG Ets-DNA blk: qHTS for Small Molecule Inhibitors of the ERG Ets/DNA interaction; AID 624246, 2012; Potency, µM (top dose mostly 76.9 µM), without a hit: top-dose FP activity, negative = inhibition, hits mostly inhibitors; fluorescence polarization, His-ERG Ets domain / labelled DNA; hit rate 0.028% among 370,000; active means well fitted inhibition curve with a large enough effect in the polarisation, with a control signal flat; inconclusive means small, poorly fitted or top-dose-only effect, or effect the other way, or a change in a side signal; inactive means no such curve, though single readings can be large or run the other way; the % refers to the polarisation;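 further: polarization taken with two DNA probes labelled with fluorescein and Texas red; potency means the concentration at half of the fitted maximal effect; % of control where 0% means no effect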
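His-tagged ERG Ets domain (1 uM in the protein solution; 300mM KCl, 50mM Tris-HCl, 1mM EDTA, 1mM DTT, pH 7.5) received compound, then a probe mix of 5 nM fluorescein-DNA and 100nM Texas-615-DNA. Fluorescence polarization was read for both dyes.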
ALOX12 inh: Primary qHTS assay for inhibitors of human arachidonate 12S-lipoxygenase (ALOX12): Round 2. purified 12hLO, xylenol orange hydroperoxide absorbance. Potency, µM (top dose mostly 108 µM), inactives show at the highest dose activity change, negative = inhibition, actives largely listed as inhibitors. Polyunsaturated fatty acid lipoxygenase ALOX12 (Homo sapiens), P18054. hit rate 1.1% among 580,000; further: potency means the concentration at half of the fitted maximal effect; on the % scale 0 is the no-effect control and ±100 the full control effect
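Purified human 12hLO at 150 nM in 25 mM Hepes, 0.01% Triton X-100, pH 7.0, preincubated 15 min at room temperature with compound. Reaction started with 40 uM arachidonic acid, 30 min at room temperature. Hydroperoxide measured by Fe-xylenol orange, 573/405 nm absorbance ratio.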
GLS inh: qHTS for Inhibitors of Glutaminase (GLS) | GLS enzymatic activity, qHTS titration | Potency, µM (doses to about 45.5 µM), for the others: top-dose activity change, negative = inhibition, hits mostly inhibitors | hit rate 0.21% among 410,000 | AID 624170, 2012; further: potency means the concentration at half of the fitted maximal effect; on the % scale 0 is the no-effect control and ±100 the full control effect
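hKGA; 45 mM KH2PO4 pH 8.2 + 0.02% Tween-20; cpd via pin tool; 1 mM Gln soln; GluOx/HRP/Amplex Red; RT 30 min; fluor. t0 & final.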
JMJD2A Tudor inh: qHTS Assay for Inhibitors of JMJD2A-Tudor Domain. Lysine-specific demethylase 4A (Homo sapiens), O75164. AlphaScreen JMJD2A-Tudor / H3K4me3 peptide binding. Potency, µM (doses to about 114 µM), inactives show at the highest dose activity change, negative = inhibition, most hits filed as inhibitors. hit rate 4.4% among 390,000. AID 504339, 2011; further: potency means the concentration at half of the fitted maximal effect; on the % scale 0 is the no-effect control and ±100 the full control effect; nearly all actives have a fitted effect of over 50% in size
BAZ2B block: qHTS Assay for Inhibitors of BAZ2B; Bromodomain adjacent to zinc finger domain protein 2B (Homo sapiens), Q9UIF8; AlphaScreen BAZ2B-H3K14Ac peptide displacement; hit rate 4.4% among 360,000; AID 504333, 2011; Potency, µM (series often up to 114 µM), inactives show at the top dose activity change, negative = inhibition, actives largely listed as inhibitors; further: potency means the concentration at half of the fitted maximal effect; on the % scale 0 is the no-effect control and ±100 the full control effect; nearly all actives have a fitted effect of over 60% in size
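Inhibition is scored as reduced AlphaScreen emission. The BAZ2B/b-H3(5-23)K14Ac complex (50 nM each) in PBS pH 7.4, 0.01% Tween-20 meets compound (up to 110 uM) for 30 min at RT before bead addition.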
HP1b binding inh: HTS for Inhibitors of HP1-beta Chromodomain Interactions with Methylated Histone Tails; Chromobox protein homolog 1 (Homo sapiens), P83916; Potency, µM (titrated, usually from 114 µM), for the others: top-dose activity change, negative = inhibition, usual class: inhibitors; AlphaScreen HP1-beta / biotin-H3K9me3 peptide binding; hit rate 0.56% among 390,000; further: potency means the concentration at half of the fitted maximal effect; nearly all actives have a fitted effect of over 70% in size; inactives centre near 23
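Compound inhibition of the preformed complex between 50 nM HP1-beta and 50 nM biotinylated H3K9me3 peptide was read by AlphaScreen. Buffer was PBS pH 7.4 with 0.01% Tween-20. Incubations ran 30 min at room temperature, with 10 ug/mL donor/acceptor beads.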
RGS4 inhibitor: Inhibitors of Regulator of G Protein Signaling (RGS) 4: qHTS; Regulator of G-protein signaling 4 (Homo sapiens), P49798; Transcreener GDP fluorescence polarization, RGS4-accelerated GTP hydrolysis; Potency, µM (top dose mostly 114 µM), without a hit: at the top dose activity change, negative = inhibition, usual class: inhibitors; hit rate 0.039% among 390,000; further: potency means the concentration at half of the fitted maximal effect; on the % scale 0 is the no-effect control and ±100 the full control effect; nearly all actives have a fitted effect of over 75% in size; some results filed as inactive show a strong effect at the top dose
Target sequence (P49798 whole entry, looked up): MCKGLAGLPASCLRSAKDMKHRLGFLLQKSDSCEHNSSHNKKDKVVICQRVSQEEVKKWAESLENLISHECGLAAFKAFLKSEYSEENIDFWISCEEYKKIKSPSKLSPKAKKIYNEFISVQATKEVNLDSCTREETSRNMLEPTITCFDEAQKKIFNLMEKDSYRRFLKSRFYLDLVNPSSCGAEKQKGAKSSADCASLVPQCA
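MLSMR compounds (23 nl, pin-transferred) preincubated 10 min at room temperature with a 500nM (2x) first reagent, then RGS4 at 900nM (2x) plus Transcreener GDP mix added; fluorescence polarization (620/688 nm) read before and after 90 min at 30 °C.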
G9a block: qHTS Assay for Inhibitors of Histone Lysine Methyltransferase G9a | Potency, µM (highest dose often 102 µM), for inactives: top-dose activity, negative = inhibition, hits mostly inhibitors | Histone-lysine N-methyltransferase EHMT2 (Homo sapiens), Q96KQ7 | G9a H3K9 monomethylation, AlphaScreen, 2 h | hit rate 8.8% among 350,000; further: potency means the concentration at half of the fitted maximal effect; on the % scale 0 is the no-effect control and ±100 the full control effect; nearly all actives have a fitted effect of over 75% in size
Target sequence (Q96KQ7 913-1193 limits assumed): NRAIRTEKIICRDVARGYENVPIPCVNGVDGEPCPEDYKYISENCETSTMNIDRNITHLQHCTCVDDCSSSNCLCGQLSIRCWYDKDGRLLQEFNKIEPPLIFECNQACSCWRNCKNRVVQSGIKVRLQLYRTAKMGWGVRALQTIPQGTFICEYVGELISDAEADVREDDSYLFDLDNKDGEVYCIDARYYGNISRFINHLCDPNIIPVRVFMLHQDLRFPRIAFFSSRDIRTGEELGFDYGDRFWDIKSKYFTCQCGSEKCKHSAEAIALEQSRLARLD
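Methyltransferase reactions run at room temperature for 2 h (20 nM enzyme, 500 nM biotin-H3K9 peptide, 20 uM SAM) after a 15 min compound preincubation; product detected by AlphaScreen beads and anti-H3K9me1 antibody.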
PI4K2A inh: qHTS for small molecular inhibitors of PI4K2A. Phosphatidylinositol 4-kinase type 2-alpha (Homo sapiens), Q9BTU6. purified PI4K2A, ADP-Glo luminescence, 1 h; active compounds read low. activity change, negative = inhibition, % at 76.9 µM. hit rate 0.13% among 420,000. AID 1346378, 2018; in the data active means activity change below about -50%; inconclusive means mostly about -30% to -49%;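 further: -100% = wells without enzyme as full effect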
Target sequence (Q9BTU6 whole entry, looked up): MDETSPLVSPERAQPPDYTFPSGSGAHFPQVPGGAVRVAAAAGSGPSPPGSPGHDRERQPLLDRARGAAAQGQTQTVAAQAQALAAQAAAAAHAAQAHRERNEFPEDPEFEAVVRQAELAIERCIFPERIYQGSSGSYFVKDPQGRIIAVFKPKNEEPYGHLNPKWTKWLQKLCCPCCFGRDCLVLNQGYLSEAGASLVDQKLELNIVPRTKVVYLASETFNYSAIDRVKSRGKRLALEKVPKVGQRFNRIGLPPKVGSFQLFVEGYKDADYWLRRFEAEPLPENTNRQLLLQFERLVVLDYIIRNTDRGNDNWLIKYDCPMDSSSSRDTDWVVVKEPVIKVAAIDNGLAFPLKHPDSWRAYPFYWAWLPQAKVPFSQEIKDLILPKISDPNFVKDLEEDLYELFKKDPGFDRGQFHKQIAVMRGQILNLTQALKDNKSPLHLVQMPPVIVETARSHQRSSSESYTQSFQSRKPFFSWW
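Compounds are screened against recombinant PI4K2A using PI as substrate and ATP, the latter dispensed at 300 microM. Reactions run one hour at ambient temperature before ADP-Glo detection; full inhibition defined by wells lacking enzyme.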
* marks the source's active call; other numbers are inactive results; u = inconclusive; x = not tested or not shown; [ ] = dose if it differs, or a comment. Unless noted, the call rests on the fitted dose curve; in most records, active means well fitted curve in the direction sought with a large enough effect; inconclusive means small, poorly fitted or top-dose-only effect, or another doubt; inactive means no such curve, though single readings can be large; an effect the other way counts as inactive or inconclusive. Only part of the results is shown; rates above refer to the full screens.

JMJD2A Tudor inh | HP1b binding inh | ALOX12 inh | PI4K2A inh | ERG Ets-DNA blk | GLS inh | RGS4 inhibitor | BAZ2B block | G9a block | Structure
-24% | 8% | 4% | 0 | 3% | 0% | 5% | -3% | 15%[0.501 µM] | CSCCC(NC(=O)COc1ccccc1)C(=O)N1CCN(c2ccccc2Cl)CC1 (configuration not stated)
-19% | 14% | -9% | 0 | -1% | 2% | 12% | -13% | 3%[0.0925 µM] | Cc1ccc(NC(=O)CN2CCc3cc4c(cc3C2C)OCCCO4)cc1C (configuration not stated)
0% | 41%[activator] | 0% | -4 | -2% | 3% | -10% | 6% | -5%[59 µM] | Cc1cc(C)nc(-n2nc(C)cc2NC(=O)COC(=O)CCC(=O)c2cccs2)n1
-5% | 21% | 394%[activator] | 1 | -1% | -2% | 23% | 8% | -2%[59 µM] | Cc1ccc(S(=O)(=O)N[C@H](C(=O)OCn2nnc3ccccc3c2=O)C(C)C)cc1
-15% | 21% | -10% | -5 | 135%[activator][15.4 µM] | 1% | -18% | -1% | 9% | O=C1NCCN(Cc2ccoc2)C1CC(=O)N(CCO)Cc1ccccc1 (configuration not stated)
5% | 24% | 360%[activator] | -3 | 3% | 2% | 1% | -1% | -74%[12.7 µM] | Cc1cccc(C2=NOC(=O)/C2=C\c2ccccc2F)c1
123%[activator] | 155%[activator] | u | -3 | -6% | 6% | -5% | 177%[activator] | 275%[activator] | C=CCc1ccc(OCCCOc2ccc(C)c(C)c2)c(OC)c1
2% | 46%[activator] | 2% | -3 | 4% | -4% | 9% | -28% | 71µM* | CCOC(=O)CCC(NC(=O)CC(=O)NC(CCC(=O)OCC)C(=O)OCC)C(=O)OCC (configuration not stated)
-3% | 36% | -9% | 6 | -6% | -2% | 14% | 3% | -37% | O=C(CN1CCN(c2ccccn2)CC1)Nc1cc(C(F)(F)F)ccc1Cl
0% | 31% | -15% | -4 | 4% | 3% | -6% | -26% | 11%[12.7 µM] | CC(=O)Nc1ccc(NC(=O)CN2C(=O)CCc3cc(S(=O)(=O)N4CCCCC4)ccc32)cc1
-28% | 16% | -11% | -3 | 0% | -1% | -3% | -37% | 13%[12.7 µM] | COCCCn1c(SCc2ccc(OC)cc2)nc2cc(OC)c(OC)cc2c1=N
-16% | 22% | -20% | 2 | -2% | 0% | 0% | -2% | 8%[59 µM] | Cc1nc2ccc(S(=O)(=O)NC(C(=O)NCc3ccccc3Cl)C(C)C)cc2s1 (configuration not stated)
-17% | 10% | -12% | 3 | 6% | 23% | -3% | 1% | -4%[59 µM] | COc1ccc(C2C3=C(CC(C)(C)CC3=O)Nc3c2c(=O)[nH]c(=O)n3Cc2ccccc2)cc1OC (configuration not stated)
13% | 26% | 0% | 5 | -2% | -8% | 8% | -23% | 6% | COc1ccc(S(=O)(=O)N2CCOC2CNC(=O)C(=O)NCc2cccnc2)cc1C (configuration not stated)
u | 17% | -1% | -3 | -5% | 19% | -6% | x | x | C[C@H](CO)N1C[C@H](C)[C@@H](CN(C)C(=O)Nc2ccc3c(c2)OCO3)Oc2c(NC(=O)Nc3ccc4c(c3)OCO4)cccc2C1=O
-25% | 9% | 0% | -5 | -4% | 13% | 13% | u | -34% | COc1cccc(CN2CCN(Cc3cc4ccccc4[nH]3)CC2CCO)c1 (configuration not stated)
-8%[57.1 µM] | 13% | 0% | 0 | 2% | -5% | 21%[11.4 µM] | 15% | u | COc1ccccc1-c1nc(C(F)(F)F)c(OC)o1
-9% | 29% | 56%[activator] | -1 | 4% | -2% | -20% | 6% | -12%[59 µM] | Cc1c(C(=O)N2CCN(C)CC2)oc2ccc(S(=O)(=O)N3CCOCC3)cc12
-8% | 41%[activator] | u | 0 | 3% | -3% | -1% | -5% | 9% | N#C/C(=C\c1cccnc1)C(=O)Nc1ccc(Cl)cc1
-4% | 9% | -1% | 1 | 7% | -3% | 26% | 0% | x | COc1ccc(NC(=O)CN(C)C(=O)CNC(=O)C2CCCCC2)cc1
u | 12% | 30% | -7 | 4% | 2% | -6% | u | x | Cc1cccnc1CN1CCN(Cc2nc(C(c3ccccc3)c3ccccc3)no2)CC1
-18% | 22% | 9% | -2 | -1% | 3% | 15% | x | x | C[C@H]1COC(=O)[C@@H](Cc2ccc(F)cc2)CC/C=C/C[C@H](CC(=O)N(CCO)Cc2ccccc2)C(=O)N1
-25% | 9% | u | 12 | 4% | 7% | 2% | 0% | -4%[59 µM] | CCCCNC(=O)c1c[nH]c2ccc(S(=O)(=O)Nc3ccc(OCC)cc3)cc2c1=O
-2% | 30% | 9% | -4 | 16% | 1% | -5% | 3% | -1% | Cc1cccc(C)c1NC(=O)NC1(C(=O)N2CCN3CCCC3C2)CCCCC1 (configuration not stated)
u | 4% | u | 1 | 1% | -1% | 4% | 50µM* | 45µM* | Cc1[nH]c2ccc(C(=O)OC(C)C(=O)NC3(C#N)CCCCC3)cc2c1C (configuration not stated)
-3% | 21% | 376%[activator] | -3 | 2% | -2% | 25% | 1% | 21%[2.33 µM] | Cn1c(N)c(C(=O)COC(=O)/C=C/c2ccc(Cl)cc2)c(=O)n(C)c1=O
-5% | -17% | -5% | 4 | 2% | -8% | -10% | -4% | 20% | CCOC(=O)N1CCN(S(=O)(=O)c2ccc3c(c2)CC(C)N3C(=O)C2CC2)CC1 (configuration not stated)
-19% | 42%[activator] | -16% | -1 | -8% | 7% | -27% | u | u | NS(=O)(=O)c1ccc(-c2cccc(/C=C3\SC(=O)NC3=O)c2)cc1
-7% | 47% | 466%[activator] | -2 | 7% | -2% | -12% | 3% | 14%[59 µM] | CCCCCNC(=O)CSC1=N/C(=C\c2ccc(Cl)c(Cl)c2)C(=O)N1CC
-20% | 13% | 10% | -2 | 5% | 4% | -9% | -35% | -14%[59 µM] | COc1ccc(-c2csc(Nc3cccnc3)n2)cc1
-10% | 25% | -10% | -10 | 4% | 25% | u | -29% | 3%[12.7 µM] | Cc1[nH]nc2c1C1(CCN(C(=O)OCc3ccccc3)CC1)C(C#N)=C(N)O2
-4% | 19% | 0% | -2 | 1% | -17% | -4% | -9% | -9% | CC1CN(Cc2c(O)ccc3c(=O)c(-c4ccccc4)coc23)CC(C)O1 (configuration not stated)
32µM* | 35µM* | -64% | 3 | 1% | 38%[activator] | -26% | 28µM* | 2.5µM* | O=C(Nc1ccc(N2CCCCCC2)cc1)c1ccccc1Cl
-3% | 36% | -29% | -3 | 3% | 1% | -23% | -1% | -28%[59 µM] | O=C(Nc1ccc(F)cc1)c1ccc2c(c1)NC(=O)c1ccccc1S2
-24% | 11% | 6% | 3 | 9% | 0% | -1% | -15% | -5% | O=C(N/N=C1\CC(c2ccccc2)Oc2ccccc21)c1ccccn1 (configuration not stated)
-17% | 13% | 10% | 14 | 9% | -2% | -10% | -10% | -27%[12.7 µM] | COc1cccc(-c2nnc(SCCC(=O)O)n2C)c1
-5% | 53%[activator] | -25% | -2 | 4% | 23% | 31% | 6% | 79µM* | CCCc1nc2nc(C)c(NS(=O)(=O)c3ccc([N+](=O)[O-])cc3)c(=O)n2[nH]1
-21% | 20%[57 µM] | -21% | 3 | 6% | -9% | -5% | -12% | -1%[59 µM] | CCOC(=O)c1noc2ncn(CC(=O)Nc3ccc(C)c(F)c3)c(=O)c12
-4% | 26% | -3% | 0 | -12% | 2% | -28% | 7% | 24%[12.7 µM] | COc1ccccc1OCCc1nnc(N)s1
-10% | 44%[activator] | -12% | 4 | -3% | -1% | -3% | 3% | 39% | O=C(CSc1ccc(Cl)cc1Cl)N1CCC(c2nc3ccccc3s2)CC1
-9% | 22% | -5% | -2 | -6% | 1% | -1% | x | x | Cc1cc(C(=O)NNC(=O)c2ccc(F)cc2)c(C)s1
-14% | 21% | 1% | -2 | -4% | -1% | -23% | -12% | -24% | Cc1ccc2c(CN3CCN(S(=O)(=O)c4ccc(Cl)cc4)CC3)cc(=O)oc2c1C
-21% | 19% | 24% | -2 | 3% | 1% | 14% | x | x | COc1ccccc1N(C)S(=O)(=O)c1ccc(C(=O)NCc2ccccc2CN2CCCC2)cc1

Laid out differently: 2 of the compounds above
Order of values: JMJD2A Tudor inh | HP1b binding inh | ALOX12 inh | PI4K2A inh | ERG Ets-DNA blk | GLS inh | RGS4 inhibitor | BAZ2B block | G9a block
- Cc1ccc2c(CN3CCN(S(=O)(=O)c4ccc(Cl)cc4)CC3)cc(=O)oc2c1C
 : -14% | 21% | 1% | -2 | -4% | -1% | -23% | -12% | -24%
- COc1ccccc1N(C)S(=O)(=O)c1ccc(C(=O)NCc2ccccc2CN2CCCC2)cc1
 : -21% | 19% | 24% | -2 | 3% | 1% | 14% | x | x
